STEP inh – STEP phosphatase inhibitors, primary screen, biochemical, fluorescence intensity, uHTS; Tyrosine-protein phosphatase non-receptor type 5 (Homo sapiens), P54829; recombinant STEP, OMFP fluorogenic substrate; inhibition, % at 20 µM; hit rate 0.25% among 360,000;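 active = inhibition at 20 µM, scaled per plate between control wells, above about 37%, limit read from the data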;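 also: 0% = DMSO with enzyme and substrate and 100% = substrate only without enzyme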
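medium = Bis-Tris buffer pH 6.0, 2.5 mM DTT, 0.005% Tween 20 | test system = STEP (striatal-enriched tyrosine phosphatase) enzyme, cell-free | measure = normalized % inhibition | compound dosing = 20 µM, 1% DMSO | also added = 25 µM OMFP | schedule = reaction 20 min, ambient temperature | measured by = fluorescence read at 480 nm ex / 540 nm em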
DNMT1 block – human DNMT1 methyltransferase inhibitors, primary screen, biochemical, molecular beacon, fluorescence, HinP1I cleavage, uHTS | AID 588458, 2011 | inhibition (reported as % activation of signal), % at 10 µM | hit rate 0.83% among 360,000 | DNA (cytosine-5)-methyltransferase 1 (Homo sapiens), P26358; in the data active = inhibition above about 50%
Scp1 inh – Scp-1 phosphatase inhibitors, primary screen, biochemical, colorimetric, uHTS; Carboxy-terminal domain RNA polymerase II polypeptide A small phosphatase 1 (Homo …; Recombinant Scp1, phosphopeptide, malachite green phosphate absorbance; inhibition, % at 20 µM; hit rate 0.88% among 340,000;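 active = inhibition above about 50% at 20 µM, limit read from the data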;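 also: plate controls were DMSO wells with enzyme for no effect and wells lacking enzyme for full effect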
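Test system: SCP-1 phosphatase catalytic domain, residues 76-261; measured by: colorimetric phosphate reagent with accelerator and stabiliser, absorbance at 630 nm; timing: enzyme reaction 45 min at room temperature, colour 5 min, stabilisation 30 min; also added: Phosphorylated 17-residue peptide substrate; compound dosing: one concentration, 20 µM, with 1.0% DMSO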
MT1-MMP act inh – blockers of MT1-MMP proenzyme processing, primary screen, HT1080 RFP-PRO-GFP cells, GFP/RFP fluorescence; hit rate 0.061% among 360,000; GFP/RFP ratio change, % at 20 µM; GFP/RFP ratio fluorescence, overnight; percent of plate control window, DMSO zero; AID 651647, 2012; Matrix metalloproteinase-14 (Homo sapiens), P50281;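 active = GFP/RFP ratio change of at least 30% with cell ATP level not reduced by more than half and red fluorescence within 50% of control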; also: strong numbers were not always called active
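Assay system – RFP-PRO-GFP reporter HT1080 cells · Compound dosing – single dose of 20 µM compound, 1% DMSO final · Incubation – overnight compound exposure at 37 °C · Measure – GFP/RFP fluorescence ratio · Benchmarks – DMSO wells and RFP-L50D-GFP cells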
SKN-1 block – suppressors of acrylamide-induced Pgst-4::GFP reporter in worms, primary screen, SKN-1 inhibitor project, whole organism, uHTS, GFP/RFP fluorescence ratio, strain VP596. hit rate 0.49% among 360,000. inhibition, % at 21.8 µM. C. elegans VP596 Pgst-4::GFP/RFP ratio, 24 h;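 active = interference check ratio from 0.5 to 1.5 plus GFP to RFP signal ratio inhibition reaching or exceeding a fixed threshold, cut at about 30% in these data, passing the limit was not always enough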; also: some compounds called inactive have numbers as strong as hits
LMPTP inh – LMPTP phosphatase inhibitors, primary screen, biochemical, fluorescence intensity, uHTS. inhibition, % at 20 µM. recombinant LMPTP-A, OMFP fluorogenic substrate. hit rate 0.22% among 360,000;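 active = compounds that cut the enzyme signal by at least half of the control window in the single-dose screen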;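 also: plate controls were DMSO wells with enzyme plus substrate for no effect and substrate without enzyme for full effect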
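Test system: LMPTP-A phosphatase enzyme; input: 0.625 nM LMPTP-A final; reagent: OMFP substrate, 400 µM final; compound dosing: 20 µM single dose, 3% DMSO; incubation: 50 min dark incubation at room temperature; measured by: endpoint fluorescence intensity from OMFP dephosphorylation; measure: % inhibition relative to no-enzyme and uninhibited control wells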
NadD inh – inhibitors of S. aureus NadD, primary screen, biochemical, colorimetric, uHTS | inhibition, % at 20 µM | hit rate 0.78% among 360,000 | purified NadD enzyme, colorimetric absorbance read-out | AID 602399, 2012; in the data active = inhibition above about 26%; also: some compounds past the cut are filed as inactive
SUMO1-SIM PPI – modulators of SUMO1 protein-protein interactions, primary screen, biochemical, uHTS; inhibition, % at 20 µM; SUMO1 binding to a labelled peptide, TR-FRET, 1 h; Small ubiquitin-related modifier 1 (Homo sapiens), P63165; hit rate 0.33% among 360,000; AID 602429, 2012; in the data active = inhibition above about 37%
Target sequence (P63165 whole entry, looked up): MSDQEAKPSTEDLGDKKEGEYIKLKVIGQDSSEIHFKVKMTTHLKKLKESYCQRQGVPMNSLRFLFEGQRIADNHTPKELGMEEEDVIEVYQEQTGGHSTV
Rpn11 block – Rpn11 (PSMD14) deubiquitinase inhibitors, primary screen, biochemical, fluorescence polarization, uHTS; human 26S proteasome, Ub4-pepOG fluorescence polarization; 20S core pre-blocked with epoxomicin; calls only at 20 µM; hit rate 0.59% among 360,000; AID 588493, 2011;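 active = inhibition at 20 µM, scaled to each plate's controls, above about 33%, limit read from the data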
CendR NRP1 mod – modulators of CendR peptide binding to NRP-1, primary screen, biochemical, fluorescence polarization, uHTS | hit rate 0.85% among 360,000 | FAM-RPARPAR peptide binding to NRP-1 | inhibition, % at 25 µM | AID 602438, 2012 | Neuropilin-1 (Homo sapiens), O14786;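 active = inhibition or corrected inhibition above about 18%, plus a signal ratio from 0.5 to 1.5, limit read from the data, passing the limit was not always enough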; also: strong numbers were not always called active
Target sequence (O14786 whole entry, looked up): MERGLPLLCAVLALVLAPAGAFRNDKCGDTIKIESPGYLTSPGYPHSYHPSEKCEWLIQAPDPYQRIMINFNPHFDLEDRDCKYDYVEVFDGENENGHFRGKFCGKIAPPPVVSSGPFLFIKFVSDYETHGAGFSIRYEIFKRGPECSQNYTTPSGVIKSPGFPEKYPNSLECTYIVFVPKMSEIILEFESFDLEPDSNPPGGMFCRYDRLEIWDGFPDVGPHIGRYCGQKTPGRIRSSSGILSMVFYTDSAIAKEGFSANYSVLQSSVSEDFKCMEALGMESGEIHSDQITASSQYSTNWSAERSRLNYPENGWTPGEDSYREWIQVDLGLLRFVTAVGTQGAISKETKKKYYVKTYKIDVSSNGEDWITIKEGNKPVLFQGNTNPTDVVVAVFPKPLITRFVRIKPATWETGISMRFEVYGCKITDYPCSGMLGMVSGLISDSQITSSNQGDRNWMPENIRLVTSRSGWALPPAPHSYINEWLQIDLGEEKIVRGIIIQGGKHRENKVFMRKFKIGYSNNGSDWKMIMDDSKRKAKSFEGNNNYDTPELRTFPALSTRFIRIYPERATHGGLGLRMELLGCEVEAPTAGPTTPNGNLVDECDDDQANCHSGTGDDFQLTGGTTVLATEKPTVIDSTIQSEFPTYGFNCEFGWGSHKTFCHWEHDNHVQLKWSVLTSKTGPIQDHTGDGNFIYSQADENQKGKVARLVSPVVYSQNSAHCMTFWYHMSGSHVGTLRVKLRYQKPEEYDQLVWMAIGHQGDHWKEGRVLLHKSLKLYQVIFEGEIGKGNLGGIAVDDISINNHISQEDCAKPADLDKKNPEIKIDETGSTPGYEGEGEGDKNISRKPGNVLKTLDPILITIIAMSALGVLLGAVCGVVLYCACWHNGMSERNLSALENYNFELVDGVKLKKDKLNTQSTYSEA
* = called active by the depositor. Hits appear at their usual frequency; about 3.9% have a hit in one of these screens.

COc1ccc(C(=O)Nc2cccc(C(=O)Nc3cc(C)ccn3)c2)cc1 was read as STEP inh -4, DNMT1 block 5, Scp1 inh 0, MT1-MMP act inh -1, SKN-1 block -25, LMPTP inh -0.8, NadD inh -3, SUMO1-SIM PPI 1, Rpn11 block inactive and CendR NRP1 mod 4.
Screening Cn1nc(-c2ccccc2)cc1NC(=O)CCCC(=O)O returned STEP inh -2, DNMT1 block 1, Scp1 inh -9, MT1-MMP act inh 2, SKN-1 block 11, LMPTP inh -1.1, NadD inh -3, SUMO1-SIM PPI 1, Rpn11 block inactive and CendR NRP1 mod -15.
Screening Cc1cc(C(=O)OCCN2C(=O)c3ccccc3C2=O)c2ccccc2n1 returned STEP inh -1, DNMT1 block 0, Scp1 inh 18, MT1-MMP act inh -3, SKN-1 block -2, LMPTP inh 1.0, NadD inh -5, SUMO1-SIM PPI -29, Rpn11 block inactive and CendR NRP1 mod 0.
For O=C(NCCc1c[nH]c2ccccc12)c1cnc2n(c1=O)CCS2 the results were STEP inh -3, DNMT1 block -2, Scp1 inh -6, MT1-MMP act inh 0, SKN-1 block -7, LMPTP inh 1.1, NadD inh -1, SUMO1-SIM PPI -2, Rpn11 block inactive and CendR NRP1 mod 4.
Screening O=c1[nH]c(CN2CCN(S(=O)(=O)c3ccc4c(c3)OCCO4)CC2)nc2sc3c(c12)CCCC3 returned STEP inh 0, DNMT1 block -2, Scp1 inh -3, MT1-MMP act inh -7, SKN-1 block 9, LMPTP inh 0.6, NadD inh 25, SUMO1-SIM PPI 1, Rpn11 block inactive and CendR NRP1 mod 2.
CCc1ccc(OCC(=O)Nc2cccc3c2CCCC3)cc1 was read as STEP inh -1, DNMT1 block -1, Scp1 inh -1, MT1-MMP act inh 1, SKN-1 block -1, LMPTP inh 1.8, NadD inh -5, SUMO1-SIM PPI -1, Rpn11 block inactive and CendR NRP1 mod -1.
Screening CCn1c(SCC(=O)Nc2ccccc2)nnc1-c1ccc(S(=O)(=O)N2CCOCC2)cc1 returned STEP inh -2, DNMT1 block -2, Scp1 inh -2, MT1-MMP act inh -2, SKN-1 block 10, LMPTP inh -1.0, NadD inh 9, SUMO1-SIM PPI -4, Rpn11 block inactive and CendR NRP1 mod 1.
For Cc1cc(C(=O)N2CCN(c3ccccn3)CC2)no1 the results were STEP inh 2, DNMT1 block 0, Scp1 inh -2, MT1-MMP act inh 4, SKN-1 block 1, LMPTP inh 0.0, NadD inh -3, SUMO1-SIM PPI -2, Rpn11 block inactive and CendR NRP1 mod -3.
Cc1cccc(N(CC(=O)NC2CCCCC2)C(=O)c2csnn2)c1 was read as STEP inh -1, DNMT1 block 1, Scp1 inh -7, MT1-MMP act inh -5, SKN-1 block 5, LMPTP inh 0.6, NadD inh 6, SUMO1-SIM PPI 2, Rpn11 block inactive and CendR NRP1 mod 1.
O=C(Nc1ccccc1Cl)Nc1ccnn1C1CCN(C(=O)C2CCOC2)CC1 (stereo not given) was read as STEP inh -1, DNMT1 block 4, MT1-MMP act inh 3, SKN-1 block 21, LMPTP inh -2.8, NadD inh -2, SUMO1-SIM PPI 4, Rpn11 block inactive and CendR NRP1 mod -2.
For CCc1nccn1CCC(=O)N1CCCC(N2CCN(c3cccc(Cl)c3)CC2)C1 (stereo not given) the results were STEP inh 0, DNMT1 block 0, Scp1 inh -2, MT1-MMP act inh 1, SKN-1 block 1, LMPTP inh 2.1, NadD inh -2, SUMO1-SIM PPI -2, Rpn11 block inactive and CendR NRP1 mod 11.
For CCOC(=O)N1CCN(S(=O)(=O)c2ccc(C(=O)N(CCN(CC)CC)c3nc4ccc(C)cc4s3)cc2)CC1 the results were STEP inh 4, DNMT1 block -3, Scp1 inh 5, MT1-MMP act inh 3, SKN-1 block 9, LMPTP inh -4.6, NadD inh 8, SUMO1-SIM PPI 2, Rpn11 block inactive and CendR NRP1 mod 6.
`COc1ccc(-c2[nH]ncc2CN2CCC(C(=O)N3CCOCC3)CC2)c(F)c1` gave STEP inh -2, DNMT1 block 3, Scp1 inh -1, MT1-MMP act inh 4, SKN-1 block -5, LMPTP inh 0.4, NadD inh 0, SUMO1-SIM PPI 0, Rpn11 block inactive and CendR NRP1 mod 5.
Screening CCOc1ccc(C(=O)Nc2ccccc2N2CCCC2)cc1 returned STEP inh -4, DNMT1 block 5, Scp1 inh 0, SKN-1 block 4, LMPTP inh -1.2, NadD inh 4, SUMO1-SIM PPI 3, Rpn11 block inactive and CendR NRP1 mod -2.
For O=C(C1=NOC2(C1)C(=O)Nc1ccccc12)N1CCCC1 (stereo not given) the results were MT1-MMP act inh 2, SKN-1 block 4, LMPTP inh -0.3, NadD inh -1, SUMO1-SIM PPI 2 and CendR NRP1 mod -3.
COc1ccc(CN2C(=O)c3ccccc3C2=O)cc1 was read as STEP inh -1, DNMT1 block -2, Scp1 inh 6, MT1-MMP act inh -1, SKN-1 block -3, LMPTP inh 0.6, NadD inh -1, SUMO1-SIM PPI -18, Rpn11 block inactive and CendR NRP1 mod -3.
For O=S(=O)(c1ccc(N2CCN(c3ccc(F)cc3)CC2)cc1)N1CCCC1 the results were STEP inh 5, DNMT1 block 4, Scp1 inh -2, MT1-MMP act inh 1, SKN-1 block 3, LMPTP inh -1.7, NadD inh 2, SUMO1-SIM PPI 2, Rpn11 block inactive and CendR NRP1 mod -9.
`COc1cccc(C(=O)NCC2CCN(c3ccc(S(=O)(=O)N4CCOCC4)cc3)CC2)c1` gave STEP inh 2, DNMT1 block -6, Scp1 inh -2, MT1-MMP act inh -3, SKN-1 block -10, LMPTP inh 1.0, NadD inh 3, SUMO1-SIM PPI -2, Rpn11 block inactive and CendR NRP1 mod -14.
Screening CN1CCN(c2nc3ccccn3c(=O)c2/C=C(\C#N)S(=O)(=O)c2ccccc2)CC1 returned STEP inh -2, DNMT1 block 0, Scp1 inh 6, MT1-MMP act inh 0, SKN-1 block 6, LMPTP inh -0.4, NadD inh 4, SUMO1-SIM PPI -19, Rpn11 block inactive and CendR NRP1 mod 2.
Screening Cn1c(Cc2csc(N)n2)nnc1SC/C=C/c1ccccc1 returned STEP inh -2, DNMT1 block -3, Scp1 inh 0, MT1-MMP act inh -1, SKN-1 block 20, LMPTP inh 0.5, NadD inh 4, SUMO1-SIM PPI -4, Rpn11 block inactive and CendR NRP1 mod -20.
Screening CC1=NNC(=O)C1CCC(=O)N/N=C/c1ccco1 (stereo not given) returned STEP inh -4, DNMT1 block -3, Scp1 inh -4, MT1-MMP act inh 9, SKN-1 block 6, LMPTP inh -1.6, NadD inh 4, SUMO1-SIM PPI -4, Rpn11 block inactive and CendR NRP1 mod 4.
Screening C[C@@H]1CN([C@@H](C)CO)C(=O)CCCn2cc(nn2)CO[C@H]1CN(C)S(=O)(=O)c1ccc(Oc2ccccc2)nc1 returned STEP inh 0, DNMT1 block 3, MT1-MMP act inh 1, SKN-1 block 9, LMPTP inh -0.5, NadD inh 7, SUMO1-SIM PPI -1, Rpn11 block inactive and CendR NRP1 mod -10.
Screening CN1CCN(C(=O)C2(NC(=O)Nc3cccc(F)c3)CCCCC2)CC1 returned STEP inh -1, DNMT1 block 3, Scp1 inh -2, MT1-MMP act inh 2, SKN-1 block -2, LMPTP inh -1.6, NadD inh 10, SUMO1-SIM PPI -1, Rpn11 block inactive and CendR NRP1 mod -6.
Cc1ccccc1NC(=O)CSc1nc(-c2ccccc2)cc(=O)[nH]1 was read as STEP inh -2, DNMT1 block -7, Scp1 inh -4, MT1-MMP act inh -1, SKN-1 block 2, LMPTP inh 0.1, NadD inh 0, SUMO1-SIM PPI 2, Rpn11 block inactive and CendR NRP1 mod 5.
Screening O=C(N/N=C/c1cc2cc3c(cc2nc1Cl)OCO3)c1ccncc1 returned STEP inh -1, DNMT1 block 1, Scp1 inh 1, MT1-MMP act inh 3, SKN-1 block -7, LMPTP inh -0.6, NadD inh 1, SUMO1-SIM PPI 13, Rpn11 block inactive and CendR NRP1 mod 7.
CCN(CC)S(=O)(=O)c1ccc(Nc2cc(C)nc3ncnn23)cc1 was read as STEP inh 1, DNMT1 block 11, Scp1 inh -6, MT1-MMP act inh 6, SKN-1 block 16, LMPTP inh 0.6, NadD inh 0, SUMO1-SIM PPI 1, Rpn11 block inactive and CendR NRP1 mod 4.
Screening CCOc1ccc(NS(=O)(=O)c2ccc3ncsc3c2)cc1 returned STEP inh 0, DNMT1 block -1, Scp1 inh -5, MT1-MMP act inh 1, SKN-1 block 7, LMPTP inh 0.8, NadD inh -5, SUMO1-SIM PPI 0, Rpn11 block inactive and CendR NRP1 mod 9.
Screening Nc1cccc2c3c(oc12)CCCC3 returned STEP inh 2, DNMT1 block -23, Scp1 inh 8, MT1-MMP act inh -3, SKN-1 block 2, LMPTP inh -0.4, NadD inh 7, SUMO1-SIM PPI 0, Rpn11 block inactive and CendR NRP1 mod 16.

Among those listed so far, two have a furan ring, fused or not.
Screening CC1=NNC(=O)C1CCC(=O)N/N=C/c1ccco1 (stereo not given) returned STEP inh -4, DNMT1 block -3, Scp1 inh -4, MT1-MMP act inh 9, SKN-1 block 6, LMPTP inh -1.6, NadD inh 4, SUMO1-SIM PPI -4, Rpn11 block inactive and CendR NRP1 mod 4.
Screening Nc1cccc2c3c(oc12)CCCC3 returned STEP inh 2, DNMT1 block -23, Scp1 inh 8, MT1-MMP act inh -3, SKN-1 block 2, LMPTP inh -0.4, NadD inh 7, SUMO1-SIM PPI 0, Rpn11 block inactive and CendR NRP1 mod 16.
